Assay outcomes as filed in PubChem.
CendR NRP1 mod = modulators of CendR peptide binding to human neuropilin-1; O14786; FAM-RPARPAR peptide binding to NRP-1, fluorescence polarization; inhibition, % at 25 µM; hit rate 0.85% among 360,000; AID 602438;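 active = inhibition or corrected inhibition above about 18%, plus a signal ratio from 0.5 to 1.5, limit read from the data, passing the limit was not always enough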; note: strong numbers were not always called active
MsrA inhibitor = bovine MsrA inhibition | purified bovine MsrA, absorbance read-out | inhibition, % at 15.5 µM | hit rate 0.75% among 360,000 | AID 651718; in the data active = inhibition above about 4.5%;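 note: 0% = vehicle wells with enzyme and 100% = reference inhibitor wells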
E coli Lon inh = inhibitors of E. coli Lon protease | hit rate 0.42% among 360,000 | inhibition, % at 7.94 µM | purified E. coli Lon protease, fluorescence polarization | P0A9M0; in the data active = inhibition above about 13%, passing the limit was not always enough;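 note: 0% = enzyme with probe and DMSO and 100% = no enzyme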
Rin1 Abl inh = blocks binding of human Rin1 to Abl | TR-FRET Rin1/Abl binding, biochemical | hit rate 0.4% among 360,000 | inhibition, % at 7.35 µM; in the data active = inhibition above about 5%, passing the limit was not always enough
Neddyl block = cullin neddylation inhibition | P61081+Q13564 | TR-FRET cullin neddylation, biochemical | calls only at 25 µM | hit rate 0.58% among 360,000 | AID 651699; in the data active = inhibition above about 36%
Target sequence (P61081 whole entry, looked up): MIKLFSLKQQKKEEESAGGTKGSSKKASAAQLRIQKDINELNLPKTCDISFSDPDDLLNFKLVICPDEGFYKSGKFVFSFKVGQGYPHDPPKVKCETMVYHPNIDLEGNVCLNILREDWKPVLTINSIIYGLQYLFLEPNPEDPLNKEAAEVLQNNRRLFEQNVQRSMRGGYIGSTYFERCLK
Target sequence (Q13564 whole entry, looked up): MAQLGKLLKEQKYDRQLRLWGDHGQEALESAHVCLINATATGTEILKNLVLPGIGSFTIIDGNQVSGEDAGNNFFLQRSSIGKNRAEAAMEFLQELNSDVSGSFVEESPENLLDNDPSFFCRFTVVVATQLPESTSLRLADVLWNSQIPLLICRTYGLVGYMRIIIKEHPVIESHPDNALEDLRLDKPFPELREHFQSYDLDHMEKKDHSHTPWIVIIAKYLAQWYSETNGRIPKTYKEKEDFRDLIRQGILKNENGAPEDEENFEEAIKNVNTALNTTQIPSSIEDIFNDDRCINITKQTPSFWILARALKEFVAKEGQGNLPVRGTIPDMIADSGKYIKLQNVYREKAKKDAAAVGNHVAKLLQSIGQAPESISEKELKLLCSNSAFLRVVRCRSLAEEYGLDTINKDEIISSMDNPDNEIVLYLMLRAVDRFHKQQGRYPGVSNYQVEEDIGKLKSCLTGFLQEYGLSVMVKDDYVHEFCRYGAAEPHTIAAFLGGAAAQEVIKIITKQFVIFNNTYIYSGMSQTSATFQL
MsrA act = activates bovine MsrA enzyme; purified bovine MsrA, absorbance read-out; activation, % at 10.6 µM; hit rate 0.3% among 360,000; in the data active = activation above about 7.5%;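 note: 0% = vehicle and 100% = reference activator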
FAS TE block = blocks the thioesterase domain of human fatty acid synthase; P49327; recombinant FAS-TE, OMFH fluorogenic substrate, fluorescence endpoint; inhibition, % at 15 µM; hit rate 0.67% among 360,000; AID 602261;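 active = compounds whose normalised, plate-corrected inhibition of enzyme fluorescence in the single-dose primary screen is 50% or more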;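 note: 0% = DMSO with enzyme and 100% = substrate without enzyme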
MT1-MMP act inh = blocks activation of human MT1-MMP; P50281; HT1080 RFP-PRO-GFP cells, GFP/RFP ratio fluorescence, overnight; percent of plate control window, DMSO zero; GFP/RFP ratio change, % at 20 µM; hit rate 0.061% among 360,000; AID 651647;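 active = GFP/RFP ratio change of at least 30% with cell ATP level not reduced by more than half and red fluorescence within 50% of control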; note: strong numbers were not always called active
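Test system: HT1080 cells expressing an RFP-PRO-GFP fluorescent reporter construct / Compound dosing: single-point 20 µM compound, 1% DMSO / Schedule: cells overnight before dosing, compound overnight, 37 °C, 5% CO2 / Evaluation: GFP/RFP fluorescence ratio / Control set: DMSO and RFP-L50D-GFP cell wells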
SKN-1 block = inhibitors of C. elegans SKN-1; C. elegans VP596 Pgst-4::GFP/RFP ratio, acrylamide-induced, 24 h; inhibition, % at 21.8 µM; hit rate 0.49% among 360,000;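 active = interference check ratio from 0.5 to 1.5 plus GFP to RFP signal ratio inhibition reaching or exceeding a fixed threshold, cut at about 30% in these data, passing the limit was not always enough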; note: some compounds called inactive have numbers as strong as hits
The depositor's hits bear a star.

Results for Cc1cccc(NC(=O)c2nc[nH]c2C(=O)N[C@H](C)CO)c1 ?
CendR NRP1 mod: -16.8; MsrA inhibitor: 0.8; E coli Lon inh: -1.8; Rin1 Abl inh: 2.4; Neddyl block: inactive; MsrA act: -7.2; FAS TE block: -8.5; MT1-MMP act inh: 4.2; SKN-1 block: -4.6

Results for COc1ccc(OCC(O)CNS(=O)(=O)c2ccc(NC(C)=O)cc2)cc1 (configuration not stated) ?
CendR NRP1 mod: -9.9; MsrA inhibitor: 1.4; E coli Lon inh: -11.2; Rin1 Abl inh: -2.0; Neddyl block: inactive; MsrA act: -3.5; FAS TE block: -2.1; MT1-MMP act inh: 0.4; SKN-1 block: 5.7

What do the screens show for `Cc1cc(C)c2c(=O)n3c(nc2c1)C(CC(C)C)NC(=O)c1cc2ccccc2cc1-3` (configuration not stated)?
CendR NRP1 mod: -11.1; MsrA inhibitor: -0.1; E coli Lon inh: -2.6; Rin1 Abl inh: 1.5; Neddyl block: inactive; MsrA act: -8.7; FAS TE block: 2.3; MT1-MMP act inh: -1.3; SKN-1 block: -3.5

What do the screens show for `CCCCOc1ccc(C(=O)NCC(=O)NCC(c2ccc(OC)cc2)N2CCOCC2)cc1` (configuration not stated)?
CendR NRP1 mod: -13.4; MsrA inhibitor: 0.7; E coli Lon inh: 3.7; Rin1 Abl inh: 1.6; Neddyl block: inactive; MsrA act: -1.4; FAS TE block: -7.2; MT1-MMP act inh: 1.6; SKN-1 block: 3.2

What do the screens show for `Cc1ccc(S(=O)(=O)NCCCCCC(=O)Nc2nccs2)cc1`?
CendR NRP1 mod: 16.7; MsrA inhibitor: -0.4; E coli Lon inh: -11.9; Rin1 Abl inh: 2.6; Neddyl block: inactive; MsrA act: -9.2; FAS TE block: -4.0; MT1-MMP act inh: -3.5; SKN-1 block: 4.6

Results for CC(C)n1c(O)c(N=NC(=O)c2ccccc2NS(=O)(=O)c2cccs2)c2ccccc21 ?
CendR NRP1 mod: 2.2; MsrA inhibitor: 0.0; E coli Lon inh: -3.1; Rin1 Abl inh: 0.7; Neddyl block: inactive; MsrA act: -4.2; FAS TE block: 1.3; MT1-MMP act inh: 6.2; SKN-1 block: 6.9

How did CCc1nc2ccc(Cc3ccc4nc(CC)[nH]c4c3)cc2[nH]1 do in these assays?
CendR NRP1 mod: -2.7; MsrA inhibitor: -1.0; E coli Lon inh: -1.5; Rin1 Abl inh: 2.8; Neddyl block: inactive; MsrA act: -1.9; FAS TE block: -5.2; MT1-MMP act inh: 2.4; SKN-1 block: 5.5

How did OC1(c2ccc(F)cc2)CCN(Cc2ccccc2)C1 (configuration not stated) do in these assays?
CendR NRP1 mod: 3.0; MsrA inhibitor: -1.3; E coli Lon inh: -1.1; Rin1 Abl inh: 2.8; Neddyl block: inactive; MsrA act: -2.0; FAS TE block: -7.3; MT1-MMP act inh: 1.2; SKN-1 block: -1.4

Results for NC(=O)C1(Nc2ccc(-c3ccc(Cl)cc3)cc2)CCCC1 ?
CendR NRP1 mod: -22.0; MsrA inhibitor: 0.3; E coli Lon inh: 2.9; Rin1 Abl inh: 0.7; Neddyl block: inactive; MsrA act: -1.1; FAS TE block: 6.0; MT1-MMP act inh: 3.9; SKN-1 block: -9.5

Results for CCCOc1ncnc2c1[nH]c1ccc(OC)cc12 ?
CendR NRP1 mod: 6.6; MsrA inhibitor: 0.7; E coli Lon inh: -2.6; Rin1 Abl inh: -4.1; Neddyl block: inactive; MsrA act: -0.2; FAS TE block: -4.0; MT1-MMP act inh: 9.4; SKN-1 block: 19.0

How did O=C(CN1CCOCC1)Nc1cccc(C(=O)Nc2cccc(C(F)(F)F)c2)c1 do in these assays?
CendR NRP1 mod: 1.7; MsrA inhibitor: 0.0; E coli Lon inh: -10.2; Rin1 Abl inh: -0.3; Neddyl block: inactive; MsrA act: -1.5; FAS TE block: -1.6; MT1-MMP act inh: 4.7; SKN-1 block: 20.1

Results for NC(=O)COC(=O)CN1C(=O)C2CCCCC2C1=O (configuration not stated) ?
CendR NRP1 mod: 8.6; MsrA inhibitor: 0.6; E coli Lon inh: -7.6; Rin1 Abl inh: -3.0; Neddyl block: inactive; MsrA act: -0.5; FAS TE block: -9.3; MT1-MMP act inh: 2.0; SKN-1 block: 6.2

What do the screens show for `CCCOC(=O)Nc1ccc(S(=O)(=O)Nc2ncccn2)cc1`?
CendR NRP1 mod: -11.2; MsrA inhibitor: 1.8; E coli Lon inh: 9.8; Rin1 Abl inh: -3.9; Neddyl block: inactive; MsrA act: -3.9; FAS TE block: -12.1; MT1-MMP act inh: 3.1; SKN-1 block: 1.3

How did CNC(=O)CSc1nc2sccc2c(=O)n1-c1ccccc1 do in these assays?
CendR NRP1 mod: -9.0; MsrA inhibitor: -0.9; E coli Lon inh: 11.4; Rin1 Abl inh: 5.1; Neddyl block: inactive; MsrA act: -4.9; FAS TE block: -7.5; MT1-MMP act inh: 0.4; SKN-1 block: 17.6

How did COC(=O)[C@]1(C)N[C@H](c2ccc(SC3CCCCC3)cc2)[C@@H]2C(=O)N(C)C(=O)[C@@H]21 do in these assays?
CendR NRP1 mod: 11.2; MsrA inhibitor: -1.1; E coli Lon inh: -2.3; Rin1 Abl inh: -2.5; Neddyl block: inactive; MsrA act: 1.0; FAS TE block: -0.4; MT1-MMP act inh: 6.8; SKN-1 block: -10.9

What do the screens show for `O=C(O)/C=C/C(=O)NCCC1=CCCCC1`?
CendR NRP1 mod: -2.8; MsrA inhibitor: 2.2; E coli Lon inh: -13.8; Rin1 Abl inh: 0.2; Neddyl block: inactive; MsrA act: -2.8; FAS TE block: -6.3; MT1-MMP act inh: 1.0; SKN-1 block: 1.3

What do the screens show for `CC(=O)Oc1ccc2c(c1)O/C(=C\c1ccncc1)C2=O`?
CendR NRP1 mod: 10.3; E coli Lon inh: 79.0*; Rin1 Abl inh: -10.6; Neddyl block: inactive; MsrA act: -10.5; FAS TE block: -8.5; MT1-MMP act inh: -4.7; SKN-1 block: -1.6

Results for Cc1ccc(C(=O)N(Cc2ccco2)c2c(N)n(Cc3ccccc3)c(=O)[nH]c2=O)cc1 ?
CendR NRP1 mod: -7.0; MsrA inhibitor: -0.5; E coli Lon inh: -4.7; Rin1 Abl inh: -0.6; Neddyl block: inactive; MsrA act: 4.0; FAS TE block: -11.3; MT1-MMP act inh: -3.4; SKN-1 block: 14.7

Results for CCC1CCCCN1CCCNC(=O)c1cc2c(Cl)nc3ccccc3c2s1 (configuration not stated) ?
CendR NRP1 mod: -4.9; MsrA inhibitor: -0.2; E coli Lon inh: 1.5; Rin1 Abl inh: -4.9; Neddyl block: inactive; MsrA act: -2.0; FAS TE block: -5.7; MT1-MMP act inh: 3.4; SKN-1 block: 12.5

How did O=S(=O)(c1ccc(Cl)cc1)N1CCN(c2ccc(N3CCOCC3)nn2)CC1 do in these assays?
CendR NRP1 mod: -1.1; MsrA inhibitor: -0.5; E coli Lon inh: -6.7; Rin1 Abl inh: 1.4; Neddyl block: active; MsrA act: -1.3; FAS TE block: 0.5; MT1-MMP act inh: 0.8; SKN-1 block: 0.9

For convenience, some entries already given.
Results for Cc1cccc(NC(=O)c2nc[nH]c2C(=O)N[C@H](C)CO)c1 ?
CendR NRP1 mod: -16.8; MsrA inhibitor: 0.8; E coli Lon inh: -1.8; Rin1 Abl inh: 2.4; Neddyl block: inactive; MsrA act: -7.2; FAS TE block: -8.5; MT1-MMP act inh: 4.2; SKN-1 block: -4.6

Results for COc1ccc(OCC(O)CNS(=O)(=O)c2ccc(NC(C)=O)cc2)cc1 (configuration not stated) ?
CendR NRP1 mod: -9.9; MsrA inhibitor: 1.4; E coli Lon inh: -11.2; Rin1 Abl inh: -2.0; Neddyl block: inactive; MsrA act: -3.5; FAS TE block: -2.1; MT1-MMP act inh: 0.4; SKN-1 block: 5.7

Later entries:
Results for CCOC(=O)N1CCN(C(=O)c2ccc3c(=O)n(-c4cc(OC)ccc4OC)c(=S)[nH]c3c2)CC1 ?
CendR NRP1 mod: -0.8; MsrA inhibitor: 0.1; E coli Lon inh: -5.2; Rin1 Abl inh: -1.4; Neddyl block: inactive; MsrA act: -2.8; FAS TE block: -5.2; MT1-MMP act inh: 0.8; SKN-1 block: -8.6

What do the screens show for `COc1ccc(C2C(C(=O)NCCN(C)C)c3cc(OC)c(OC)cc3C(=O)N2C)cc1OC` (configuration not stated)?
CendR NRP1 mod: -7.3; MsrA inhibitor: 1.3; E coli Lon inh: 2.3; Rin1 Abl inh: 0.2; Neddyl block: inactive; MsrA act: -0.7; FAS TE block: -2.2; MT1-MMP act inh: 2.0; SKN-1 block: -23.6

How did Cc1ccc(NC(=O)COC(=O)c2ccccc2-c2nc3ccccc3s2)c(C)c1 do in these assays?
CendR NRP1 mod: -1.6; MsrA inhibitor: 0.4; E coli Lon inh: -4.6; Rin1 Abl inh: -0.7; Neddyl block: inactive; MsrA act: -1.6; FAS TE block: 41.9; MT1-MMP act inh: -4.6; SKN-1 block: -0.1

Results for COc1ccc(Nc2ncccc2C(=O)O)cc1 ?
CendR NRP1 mod: -3.9; MsrA inhibitor: 1.0; E coli Lon inh: -5.2; Rin1 Abl inh: -2.3; Neddyl block: inactive; MsrA act: -3.4; FAS TE block: -8.9; MT1-MMP act inh: 1.8; SKN-1 block: -24.6

How did O=C(Cc1ccccc1)NC(NC(=S)Nc1cc(Cl)ccc1Cl)C(Cl)(Cl)Cl (configuration not stated) do in these assays?
CendR NRP1 mod: 5.6; MsrA inhibitor: 0.3; E coli Lon inh: -12.2; Rin1 Abl inh: 1.1; Neddyl block: inactive; MsrA act: -1.4; FAS TE block: -5.2; MT1-MMP act inh: -1.3; SKN-1 block: 6.4

Results for COC(=O)c1[nH]c2c(c1C)C(=O)CC(c1ccc(OC)c(OC)c1)C2 (configuration not stated) ?
CendR NRP1 mod: 10.3; MsrA inhibitor: 0.2; E coli Lon inh: -7.0; Rin1 Abl inh: 1.4; Neddyl block: inactive; MsrA act: -1.9; FAS TE block: -2.9; MT1-MMP act inh: 2.7; SKN-1 block: 13.8

How did Cc1cc(=O)[nH]c2c1c(C)nn2C(C)(C)C do in these assays?
CendR NRP1 mod: 8.5; MsrA inhibitor: -0.6; E coli Lon inh: 2.6; Rin1 Abl inh: 1.8; Neddyl block: inactive; MsrA act: -2.2; FAS TE block: -5.4; MT1-MMP act inh: 0.8; SKN-1 block: 18.2

Results for Cc1ccc(-n2c(C)cc(/C=N/NC(N)=S)c2C)cc1 ?
CendR NRP1 mod: 4.2; MsrA inhibitor: 0.5; E coli Lon inh: -7.7; Rin1 Abl inh: -4.1; Neddyl block: inactive; MsrA act: -3.2; FAS TE block: -26.3; MT1-MMP act inh: -3.5; SKN-1 block: 1.9

Results for C=CCC1(CC=C)CCCN1C(=O)C1CCC(=O)N(CCc2ccc(Cl)cc2)C1 (configuration not stated) ?
CendR NRP1 mod: -0.5; MsrA inhibitor: -0.8; E coli Lon inh: -0.8; Rin1 Abl inh: 0.6; Neddyl block: inactive; MsrA act: -0.4; FAS TE block: 7.1; MT1-MMP act inh: -5.4; SKN-1 block: 19.2

How did CCN(C(=O)COn1nnc2ccc(S(=O)(=O)N(C)C)cc21)C1CCS(=O)(=O)C1 (configuration not stated) do in these assays?
CendR NRP1 mod: 7.4; MsrA inhibitor: 1.1; E coli Lon inh: -9.2; Rin1 Abl inh: 3.9; Neddyl block: inactive; MsrA act: -2.2; FAS TE block: -2.0; MT1-MMP act inh: -2.1; SKN-1 block: -9.7

Grouped by structure, the compounds so far containing fluorine.
How did OC1(c2ccc(F)cc2)CCN(Cc2ccccc2)C1 (configuration not stated) do in these assays?
CendR NRP1 mod: 3.0; MsrA inhibitor: -1.3; E coli Lon inh: -1.1; Rin1 Abl inh: 2.8; Neddyl block: inactive; MsrA act: -2.0; FAS TE block: -7.3; MT1-MMP act inh: 1.2; SKN-1 block: -1.4

How did O=C(CN1CCOCC1)Nc1cccc(C(=O)Nc2cccc(C(F)(F)F)c2)c1 do in these assays?
CendR NRP1 mod: 1.7; MsrA inhibitor: 0.0; E coli Lon inh: -10.2; Rin1 Abl inh: -0.3; Neddyl block: inactive; MsrA act: -1.5; FAS TE block: -1.6; MT1-MMP act inh: 4.7; SKN-1 block: 20.1

No enrichment for hits; overall some 4.2% were active at least once.
